From PubChem
Bcl-XL Bim block: human Bim-Bcl-XL interaction inhibition. inhibition, % at 10 µM. Bim peptide-Bcl-XL binding, bead flow cytometry, fluorescence. 0.04% of 190,000 active. AID 1007
Target sequence (Q07817 whole entry, looked up): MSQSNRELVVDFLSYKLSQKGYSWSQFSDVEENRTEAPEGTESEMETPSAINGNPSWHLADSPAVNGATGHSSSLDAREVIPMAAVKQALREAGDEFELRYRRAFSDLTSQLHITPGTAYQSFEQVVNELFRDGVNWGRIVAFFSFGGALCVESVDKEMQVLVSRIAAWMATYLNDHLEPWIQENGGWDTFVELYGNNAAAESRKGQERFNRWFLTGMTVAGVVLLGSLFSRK
Bim-Bcl-W: inhibitors of Bim-Bcl-W interaction, human. Q92843. bead-based flow cytometry, Bim peptide-Bcl-W binding. inhibition, % at 10 µM. 0.02% of 190,000 active;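 note: 0% = bound tracer without compound and 100% = peptide blocker; higher means less fluorescent Bim peptide bound to Bcl-W beads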
Target sequence (Q92843 whole entry, looked up): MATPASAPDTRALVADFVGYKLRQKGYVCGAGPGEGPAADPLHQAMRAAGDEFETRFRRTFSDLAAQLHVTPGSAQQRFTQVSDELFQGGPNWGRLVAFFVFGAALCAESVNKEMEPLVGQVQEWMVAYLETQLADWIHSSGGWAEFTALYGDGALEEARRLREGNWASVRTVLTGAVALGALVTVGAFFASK
RGS8-Gao: regulators of human RGS8-Galphao interaction; P09471; multiplexed bead flow cytometry, RGS8-Galphao binding; actives lie on both sides; response (percent of control binding), % at 10 µM; 0.34% of 220,000 active; in the data active = response below about 60% or above about 140%; inactive = in between;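 note: Galphao activated as the GDP aluminium fluoride complex binding bead-coupled RGS8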
RGS7-Gao reg: regulators of human RGS7-Galphao interaction; Multiplexed bead flow cytometry, RGS7-Galphao binding; actives lie on both sides; binding response (% of control), % at 10 µM; 0.35% of 220,000 active; AID 1439; in the data active = binding response below about 49% or above about 150%; inconclusive = no clear call, values can overlap the other calls; inactive = in between;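 note: fluorescent Galphao held in activated GDP-AlF4 state binding bead-coupled RGS7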
Bim-Bcl-B: inhibitors of Bim-Bcl-B interaction, human | inhibition, % at 10 µM | Q9HD36 | 0.073% of 190,000 active | bead-based flow cytometry, Bim peptide-Bcl-B binding;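 note: 0% = tracer peptide without compound and 100% = reference inhibitor peptide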
Target sequence (Q9HD36 whole entry, looked up): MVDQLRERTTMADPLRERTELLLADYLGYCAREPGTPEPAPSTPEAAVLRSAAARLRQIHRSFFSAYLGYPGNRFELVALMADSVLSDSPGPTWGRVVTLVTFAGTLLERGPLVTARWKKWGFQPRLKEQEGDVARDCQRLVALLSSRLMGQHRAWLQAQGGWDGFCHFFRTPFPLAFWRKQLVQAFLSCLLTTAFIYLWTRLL
Mcl1 Noxa PPI: disrupts binding of human Mcl-1 to Noxa peptide; TR-FRET Mcl-1/Noxa peptide binding, 2 h; 1.5% of 220,000 active; Q07820; inhibition, % at 21.7 µM;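 active = compounds that cut the protein-peptide binding signal by more than 50% relative to plate controls in a single-dose test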;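 note: His-tagged Mcl-1 with rhodamine Noxa BH3 peptide and terbium anti-His antibody; 0% = Mcl-1 plus Noxa peptide wells and 100% = peptide-only wells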
RGS4-Gao reg: modulates binding of RGS4 to human Galphao | 0.33% of 220,000 active | P09471 | Multiplexed bead flow cytometry; actives lie on both sides | AID 1415 | binding response (% of control), % at 10 µM; in the data active = binding response below about 49% or above about 150%; inactive = in between;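 note: fluorescent Galphao activated with aluminum fluoride binding bead-coupled RGS4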
Bfl-1 Bim block: disrupts Bim binding to human Bfl-1 | Q16548 | Bead-based flow cytometry, Bim-Bfl-1 binding inhibition | inhibition, % at 10 µM | 0.12% of 190,000 active;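 note: 0% = wells without compound plus tracer and 100% = blocker peptide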
Mcl-1 Bim block: disrupts Bim peptide binding to human Mcl-1 | Bead-based flow cytometry, Bim peptide-Mcl-1 binding | inhibition, % at 10 µM | 0.1% of 190,000 active;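 note: 0% = no compound tracer wells and 100% = peptide blocker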
Mcl1-Bid inh: disrupts binding of human Mcl-1 to Bid peptide; TR-FRET Mcl-1/Bid-Dy647 peptide binding, 1536-well; 0.97% of 220,000 active; AID 1021; Q07820; inhibition, % at 21.7 µM;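 active = compounds that cut the binding signal by more than half at the single screening dose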;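 note: His-tagged Mcl-1 with europium anti-His antibody binding Bid BH3 peptide; 0% = Mcl-1 plus peptide wells and 100% = peptide-only wells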
Bim-Bcl-2: human Bim-Bcl-2 interaction inhibition; inhibition, % at 10 µM; 0.06% of 190,000 active; P10415; AID 950; Bead-based flow cytometry, Bim peptide-Bcl-2 binding; in the data active = inhibition above about 40%; inconclusive = no clear call, values can overlap the other calls;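 note: 0% = no compound wells with probe peptide and 100% = reference peptide inhibitor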
Target sequence (P10415 whole entry, looked up): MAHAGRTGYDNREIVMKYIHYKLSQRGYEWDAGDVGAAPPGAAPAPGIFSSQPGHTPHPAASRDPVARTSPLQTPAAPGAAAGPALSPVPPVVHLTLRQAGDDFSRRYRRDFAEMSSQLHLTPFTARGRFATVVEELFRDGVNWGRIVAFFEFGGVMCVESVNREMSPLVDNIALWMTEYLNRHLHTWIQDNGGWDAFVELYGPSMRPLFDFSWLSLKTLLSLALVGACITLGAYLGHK
Starred values were filed as active, the others as inactive; ? = inconclusive; nt = not tested or not shown. Cut-off read from the data, not from the text of the source, unless noted: active = inhibition above about 40%.

SMILES | Bcl-XL Bim block | Bim-Bcl-W | RGS8-Gao | RGS7-Gao reg | Bim-Bcl-B | Mcl1 Noxa PPI | RGS4-Gao reg | Bfl-1 Bim block | Mcl-1 Bim block | Mcl1-Bid inh | Bim-Bcl-2
Cc1[nH]c2ccccc2c1C(c1ccncc1)N1CCCCC1 (centres undefined) | 2.0 | 2.0 | 103.7 | 100.3 | -1.0 | 23.2 | 101.3 | 5.0 | 0.0 | -7.0 | -2.0
CCOC(=O)N1CCN(C(=O)Cc2ccc(-n3c(=O)[nH]c4ccccc4c3=O)cc2)CC1 | -1.0 | -4.0 | 101.5 | 101.3 | -1.0 | 9.5 | 102.0 | -2.0 | -3.0 | -0.4 | -3.0
CCCCCCCCNC(=O)CC(NS(=O)(=O)c1ccc(NC(C)=O)cc1)C(C)C (centres undefined) | -5.0 | -5.0 | 103.0 | 97.0 | -8.0 | 9.2 | 98.0 | -2.0 | -5.0 | -4.6 | -7.0
COCCCNc1oc(-c2ccccc2Cl)nc1C#N | -1.0 | -2.0 | 99.0 | ? | -3.0 | -15.0 | 100.2 | -4.0 | 0.0 | -37.2 | -3.0
O=C1CCCN1c1cc(Cl)cc(Cl)c1 | -2.0 | -1.0 | 103.1 | 101.4 | -4.0 | -3.3 | 102.0 | -5.0 | -1.0 | 0.1 | -3.0
CCOc1ccc2nc(SCC(=O)N3CCCCCC3)c(C#N)cc2c1 | -5.0 | 0.0 | 104.8 | 104.6 | -10.0 | 13.7 | 108.3 | -9.0 | 0.0 | -31.7 | -10.0
C=CCOc1c(Br)cc(CNc2ccc(NC(=O)CCC)cc2)cc1OCC | -9.0 | -4.0 | 102.1 | 103.8 | -6.0 | 3.0 | 100.8 | -17.0 | 1.0 | -103.2 | -5.0
Cc1ccc(C(C)C)c(OCc2nnc3n2CCCCC3)c1 | -3.0 | -2.0 | 103.0 | 96.1 | -5.0 | -9.3 | 99.7 | -8.0 | -5.0 | -19.8 | -6.0
O=C(CSc1nc2ncc(Cl)cc2[nH]1)NCC(=O)Nc1ccc(F)c(F)c1F | nt | nt | 100.2 | nt | nt | 18.4 | 99.0 | nt | nt | -16.1 | nt
CC(C)(C)NC(=O)C(c1ccc(O)cc1)N(C(=O)CCC(=O)Nc1nccs1)c1cccc(F)c1 (centres undefined) | 0.0 | 0.0 | 99.7 | 96.5 | -4.0 | 5.0 | 104.1 | -1.0 | -3.0 | -13.5 | 1.0
O=C(O)CCC(=O)N1CCN(c2ccccn2)CC1 | -1.0 | 0.0 | 99.5 | 98.8 | -1.0 | -3.5 | 98.5 | 0.0 | -3.0 | -11.0 | 0.0
CC(C)(C)C(=O)Nc1ccccc1C(=O)NCc1ccco1 | 1.0 | 2.0 | 96.8 | 97.3 | -5.0 | -1.3 | 93.1 | -7.0 | 2.0 | -7.1 | -2.0
CN(C)C(=O)C1Cc2ccccc2CN1S(=O)(=O)c1cccs1 (centres undefined) | -1.0 | 0.0 | 101.2 | 100.1 | -2.0 | 15.6 | 97.6 | -2.0 | 0.0 | 3.9 | -3.0
Cn1c(=O)c([N+](=O)[O-])c(NCC(O)c2ccccc2)c2ccccc21 (centres undefined) | 33.0 | 23.0 | 99.7 | 98.4 | 21.0 | 18.5 | 98.4 | 30.0 | 26.0 | -5.3 | 24.0
Cc1ccc(Cl)cc1NC(=S)NCc1cccn1C | -5.0 | -2.0 | 98.8 | 94.6 | -3.0 | 13.6 | 93.9 | 0.0 | -3.0 | -78.5 | 0.0
O=C(NC1CCN(Cc2ccccc2)CC1)c1cccc(S(=O)(=O)Nc2cc(C(F)(F)F)ccc2Cl)c1 | -3.0 | -1.0 | 111.0 | 100.7 | 4.0 | 30.1 | 105.7 | 0.0 | 1.0 | 9.2 | -1.0
O=C(COc1ccccc1)NNc1nc2ccccc2s1 | nt | nt | 98.0 | ? | nt | -66.4 | 96.9 | nt | nt | -61.8 | nt
COc1ccc2c(c1)CC/C(=C/c1cc(OC)c(OC)c(OC)c1)C2=O | -2.0 | 0.0 | 101.0 | 101.9 | -4.0 | 4.4 | 101.6 | -2.0 | 2.0 | -10.4 | 2.0
Cc1noc2ncnc(Oc3cc(Cl)ccc3Cl)c12 | 0.0 | 0.0 | 95.2 | 79.7 | -3.0 | -6.1 | 81.9 | -4.0 | -1.0 | -21.3 | -1.0
C/C(CCN1CCc2nc(-c3ccccc3)c(-c3ccccc3)cc2C1)=N\OC[C@@H](C)[C@H](OCc1ccccc1)C(C)C | -1.0 | 0.0 | 108.7 | 103.1 | -1.0 | 11.9 | 104.5 | 0.0 | 0.0 | 4.0 | 4.0
CC1(C)C(=O)Nc2ccccc2N1C(=O)COC(=O)c1cc(S(=O)(=O)N2CCOCC2)ccc1F | -1.0 | 1.0 | 99.7 | ? | -2.0 | 42.9 | 98.7 | -6.0 | -2.0 | -30.3 | -3.0
Cc1cccc(Oc2ncnc3onc(C)c23)c1 | -6.0 | 0.0 | 94.5 | 92.7 | -8.0 | -5.5 | 84.4 | -16.0 | -2.0 | 7.0 | -9.0
Cc1cc(C(=O)CSc2ncccn2)c(C)n1Cc1ccco1 | -6.0 | -1.0 | 102.6 | 107.4 | -17.0 | 9.1 | 100.4 | -5.0 | -5.0 | -37.9 | -2.0
Clc1ccc(/C=N/c2c(-c3ccc(Cl)cc3)nc3n2CCS3)cc1 | 1.0 | 4.0 | 100.8 | 99.1 | 3.0 | 4.5 | 98.9 | 0.0 | 1.0 | -35.5 | 2.0
CCCc1ccc(OCc2nc(-c3ccc(NC(=O)c4cccs4)cc3)no2)cc1 | 10.0 | 1.0 | 104.6 | 102.1 | 4.0 | 3.3 | 101.8 | 12.0 | 6.0 | -2.9 | 10.0
O=[N+]([O-])c1ccccc1Oc1ccccc1Cl | -5.0 | -3.0 | 101.9 | 100.8 | -8.0 | 2.1 | 101.3 | -15.0 | -4.0 | -4.2 | -3.0
Cc1ccnc(NC(c2ccncc2)c2c(C)[nH]c3ccccc23)c1 (centres undefined) | -9.0 | -6.0 | 99.5 | 100.5 | -11.0 | 35.5 | 98.1 | -6.0 | -4.0 | 51.0* | -8.0
NC(=O)NCC12CC3CC(CC(C3)C1)C2 | -2.0 | 3.0 | 101.2 | 97.3 | -3.0 | 13.5 | 99.8 | 0.0 | -2.0 | -14.7 | 1.0
CC1(C)Cc2nc3oc4c(=O)n(CC(=O)Nc5cccc(Cl)c5)cnc4c3cc2CO1 | nt | nt | 98.9 | ? | nt | -14.0 | 101.7 | nt | nt | -17.0 | nt
Cc1cccc(OCC(=O)N2CCN(C(=O)CCC3CCCC3)CC2)c1 | -3.0 | -2.0 | 104.0 | 101.3 | -1.0 | -8.3 | 107.3 | 1.0 | 0.0 | -1.2 | 0.0
COC(=O)NC1CSCC1OC(=O)CCN1C(=O)c2ccccc2C1=O (centres undefined) | 0.0 | 0.0 | 100.6 | 102.5 | 0.0 | 12.8 | 102.7 | -6.0 | 0.0 | -27.6 | 0.0
CO[C@@]1(NC(=O)CSCC#N)C(=O)N2C(C(=O)O)=C(CSc3nnnn3C)CS[C@@H]21 | -2.0 | -1.0 | 102.8 | 99.8 | -7.0 | 15.0 | 98.0 | -2.0 | -2.0 | -39.5 | 1.0
O=C1CC(N2CCSCC2)C(=O)N1CCc1ccccc1 (centres undefined) | -14.0 | -3.0 | 98.9 | 97.3 | -8.0 | 16.4 | 97.7 | -16.0 | -4.0 | -11.7 | -9.0
Cc1oc(-c2cccc(Cl)c2)nc1CN1CCCC(C(=O)NCCCN2CCOCC2)C1 (centres undefined) | 0.0 | 1.0 | 99.9 | 101.5 | 0.0 | -6.5 | 101.8 | 0.0 | -2.0 | -31.7 | 0.0
CC1(c2ccccc2Cl)NC(=O)N(CC(=O)Nc2ccc3c(c2)OCO3)C1=O (centres undefined) | -4.0 | -1.0 | 101.8 | 102.2 | -1.0 | 4.8 | 103.0 | -5.0 | 0.0 | -19.4 | -3.0
COC(=O)c1c(C)nn(-c2ccccc2)c1N | -1.0 | -3.0 | 82.9 | 97.0 | -8.0 | -9.1 | 100.0 | 0.0 | -1.0 | -1.6 | 2.0
C/C(=N\Nc1cc(C)nc(NCc2ccccc2)n1)c1cccc([N+](=O)[O-])c1 | nt | nt | 101.4 | ? | nt | -4.3 | 103.8 | nt | nt | -5.9 | nt
COC(=O)C1C/C(=N\NS(=O)(=O)c2ccc(C)cc2)c2ccsc2C1 (centres undefined) | -5.0 | -1.0 | 102.2 | 99.9 | -5.0 | 7.9 | 103.0 | 0.0 | -4.0 | -90.7 | -2.0
Nc1nnc(SCc2ccccc2F)s1 | nt | nt | 99.5 | ? | nt | -49.9 | 101.5 | nt | nt | -111.2 | nt
COc1ccccc1NC(=O)C(=O)/C=C(\O)c1ccccc1 | nt | nt | 101.0 | ? | nt | -71.6 | 97.9 | nt | nt | -48.1 | nt
C/C(O)=C(\C#N)P(=O)(c1ccccc1)c1ccccc1 | nt | nt | 99.2 | ? | nt | 7.2 | 92.0 | nt | nt | 2.2 | nt
CC1(c2ccccc2)NC(=O)N(CC(=O)Nc2ccc3c(c2)OCO3)C1=O (centres undefined) | -5.0 | -2.0 | 97.2 | 96.1 | -5.0 | 14.2 | 98.4 | 1.0 | -1.0 | -8.8 | 1.0
O=C(CSc1ccccc1)NC(=O)NCc1ccccc1 | nt | nt | 104.4 | ? | nt | 12.4 | 102.3 | nt | nt | -31.5 | nt
O=C(NC1CCN(Cc2ccccc2)CC1)C1CCN(c2nnc(-n3cccc3)s2)CC1 | -2.0 | 1.0 | 105.7 | 105.9 | -5.0 | 17.7 | 104.7 | -13.0 | 0.0 | -16.3 | -7.0
COCc1cc(C)nc(SCC[N+](C)(C)CC(=O)Nc2ccccc2)c1C#N | -1.0 | -1.0 | 100.3 | 92.6 | 8.0 | 5.5 | 95.8 | -6.0 | 0.0 | -9.2 | -1.0
CN1CC(c2ccccc2Cl)C2(COc3ccccc3C2=O)C12C(=O)Nc1ccccc12 (centres undefined) | -3.0 | 2.0 | 101.9 | 103.9 | 0.0 | -10.7 | 106.7 | 0.0 | -3.0 | 6.9 | 0.0
O=C(Nc1nnc(-c2ccccc2)o1)c1cc(Cl)sc1Cl | -7.0 | -3.0 | 77.8 | 89.5 | -12.0 | -13.7 | 76.0 | -3.0 | -6.0 | -52.6 | -3.0
O=C1OCCC1Sc1nc2ccccc2c(=O)n1Cc1ccc(F)cc1 (centres undefined) | -7.0 | -3.0 | 101.3 | 100.1 | -10.0 | 33.6 | 100.0 | -2.0 | -5.0 | -5.6 | -3.0
